# LDHA inh = blocks human lactate dehydrogenase A | P00338 | purified LDHA, NADH/diaphorase-resazurin fluorescence; active compounds read low | activity change, % (values are at about 110 or 230 µM) | 0.15% of 480,000 active | AID 1347041; in the data active = activity change below about -30%;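 also: plate controls were DMSO wells for no effect and wells without enzyme for full effect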
#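 LDH5 2 nM; NADH 0.06 mM, pyruvate 0.2 mM; 200 mM Tris pH 7.4, EDTA, Tween-20; 5 min RT. Detection: diaphorase 0.133 mg/mL + resazurin 37 µM, fluorescence ex540/em590 at 0 and 20 min; normalized to enzyme-free and DMSO wells.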
# Starred values were filed as active, the others as inactive. The list is partial; the hit share may differ from the screen's.
entry	Structure	LDHA inh
1	CC(Sc1nc2ccccc2o1)C(=O)c1c[nH]c2ccccc12 (configuration not stated)	7.3
2	CCC(=O)c1sc(Nc2ccc(Cl)cc2C)nc1N	13.6
3	Cc1cccc(NC(=S)NCCc2ccc(C(F)(F)F)cc2)c1	3.9
4	COc1ccc(/C=C/C(=O)c2cccc(O)c2)cc1	-3.7
5	N#Cc1c(Oc2ccccc2)cc(Oc2ccccc2)cc1SCc1ccccc1	8.2
6	O=C(NC1CCCC1)c1ccc2noc(-c3ccc(Cl)cc3)c2c1	1.4
7	O=C(Cc1ccc(Br)cc1)Nc1cc(Cl)ccc1C(=O)O	-3.5
8	Cc1c(NC(=O)c2ccc([N+](=O)[O-])cc2)cccc1-c1nc2ccccc2o1	15.7
9	Cc1ccc(CNCc2ccccc2C(F)(F)F)cc1	-24.3
10	Cc1cc(C(=O)Cn2cnc3c2c(=O)n(C)c(=O)n3C)c(C)n1C	5.3
11	O=C(CSc1nnc(N2CCOCC2)n1-c1cccc(F)c1)Nc1ccc(SC(F)F)cc1	-6.0
12	CCOc1ccc2c(=O)c(-c3ccc(OC)cc3)c(C)oc2c1	-0.7

# The final 2 compounds of the part before come first, to join the parts.
entry	Structure	LDHA inh
11	O=C(CSc1nnc(N2CCOCC2)n1-c1cccc(F)c1)Nc1ccc(SC(F)F)cc1	-6.0
12	CCOc1ccc2c(=O)c(-c3ccc(OC)cc3)c(C)oc2c1	-0.7
13	Cc1cc(Nc2cc(Cl)cc(Cl)c2)nc(-c2ccccc2O)n1	6.0
14	O=[N+]([O-])c1cccc2ccc(/C=C/c3cccc(O)c3)nc12	13.5
15	CCCCn1cnc2c1c(=O)n(CC(=O)Nc1cccc(Cl)c1)c(=O)n2CCCC	-3.0
16	O=C(Nc1ccc(F)cc1)c1nc2ccccc2nc1N1CCCCC1	-0.9
17	CC(=O)Nc1ccc(NC(=O)C(C)C)cc1Cl	4.9
18	COc1ccc(OCC(=O)Oc2ccc3c(C)cc(=O)oc3c2)cc1	-9.5
19	CCCCCCOc1ccc(C(=O)COC(=O)c2ccc(Br)cc2)cc1	-6.9
20	O=C(O)c1ccc(/C=C/c2ccc3ccccc3n2)cc1	13.4
21	COC(=O)C1=CN(C(C)C)C=C(C(=O)OC)C1c1ccc(C(F)(F)F)cc1	-2.5
22	CC(C)c1noc(CCCC(=O)NC(C)c2cccs2)n1 (configuration not stated)	0.2
23	CCn1c(SCC(=O)Nc2ccc(F)cc2C)nnc1C(C)NC(=O)c1ccco1 (configuration not stated)	0.5
24	COC(=O)C1=C(C)N(C)C(=S)NC1c1ccc(C(C)C)cc1 (configuration not stated)	6.6
25	Cc1cccc(C(=O)Nc2cccc(-c3nn4c(C)nnc4s3)c2)c1	1.6
26	COc1cccc(F)c1-c1nc(C)c(C(=O)Nc2ccc(NC(C)=O)cc2)s1	1.5
27	O=C(COc1ccccc1Cl)Nc1cccc(NC(=O)c2ccco2)c1	8.3
28	COc1ccc(/C=C/c2nc3cc(C)ccc3s2)cc1OC	-1.2
29	Nc1nnc(SCC(=O)Nc2ccccc2Br)s1	-14.7
30	COC(=O)c1ccc(OCc2ccc(C(=O)O)o2)cc1	-1.7
31	Cc1c2c(nc3ccccc13)CCc1ccccc1-2	3.4
32	CC(=O)N(CCC1(c2ccccc2)CCOC(C)(C)C1)Cc1ccccc1 (configuration not stated)	7.6
33	CC(Sc1nnnn1C1CCCC1)C(=O)c1c[nH]c2ccccc12 (configuration not stated)	-12.6
34	Cc1ccc(C(=O)C(Cl)C(=O)c2ccc(C)cc2)cc1	-0.1
35	CNc1snc(C)c1C(=O)NCCc1ccccc1OC	-10.7
36	COc1ccc(OCC(=O)Nc2cccc(-c3nc4cc(C)ccc4o3)c2C)cc1	11.2
37	CCCCc1nc(NCCN2CCOCC2)c(C#N)c2c1CCCC2	4.8
38	CC(=O)CC(C)=Nc1ccccc1	1.4
39	CCOC(=O)Cn1c(CN2CCN(c3ccccc3F)CC2)nc2c1c(=O)n(C)c(=O)n2C	-5.1
40	Cc1ccc(S(=O)(=O)Nc2ccc(Cl)c3cccnc23)cc1C(=O)O	52.4
41	Cc1ccc(N(CC(O)CN2CCOCC2)S(=O)(=O)c2ccc(C)cc2)cc1 (configuration not stated)	-8.3
42	CC(=O)Oc1cccc(C(=O)Nc2ccc(-c3nc4ccccc4o3)cc2)c1	-7.3
43	O=S(=O)(c1ccccc1)c1nc(-c2ccco2)oc1N1CCN(c2ccccc2)CC1	0.9
44	Cc1cc(N2CCN(c3cccc(C)c3C)CC2)n2nc(-c3ccco3)nc2n1	0.4
45	CCN(CC)C(=O)COc1ccc(-c2nnc(Nc3ccccc3)c3ccccc23)cc1	-0.1
46	CC(=O)c1cccc(NC(=O)C2(c3ccccc3)CCCC2)c1	1.8
47	COc1cccc(/C=C/C(=O)c2cc3cccc(OC)c3oc2=O)c1	-8.4
48	CCc1ccc2c(COC(=O)c3cc(S(=O)(=O)N(C)C)ccc3NCCO)cc(=O)oc2c1	4.9
49	O=C(CNC(=O)NC(Cc1c[nH]c2ccccc12)C(=O)O)Nc1ccccc1 (configuration not stated)	-14.0
50	COc1ccc(-c2noc(CCC(=O)Nc3ccc(C)cn3)n2)cc1OC	-6.4
51	CC(=O)c1ccc(NC(=O)CN2CCN(c3nc(-c4ccco4)c4c(c3C#N)CCC4)CC2)cc1	13.5
52	O=C(Oc1ccc(OCc2ccccc2)cc1)c1ccc(F)cc1Cl	3.5
53	CC(C)c1ccc(NC(=O)C2CC(=O)NC(N3CCN(c4ccccc4)CC3)=N2)cc1 (configuration not stated)	1.5
54	Cc1ccccc1C(C)NC(=O)CCC(=O)c1ccc2c(c1)CCC2 (configuration not stated)	2.0
55	CC(=O)c1ccc(S(=O)(=O)NCc2ccc(C(=O)N3CCN(c4cccc(C)c4)CC3)cc2)cc1	3.6
56	CCCN1C(=O)c2[nH]nc(-c3c(C)cc(C)cc3O)c2C1c1ccc(OC)cc1 (configuration not stated)	5.6
57	CC(=O)Nc1ccc(C(C)=O)cc1OCc1ccccc1C	6.4
58	O=C(Nc1oc2ccc(Cl)cc2c(=O)c1-c1ccccc1)c1ccco1	-1.0
59	O=C(CC(c1ccccc1)c1ccccc1)N1CCN(C/C=C/c2ccccc2)CC1	-2.4
60	COc1ccc(-c2cc(-c3ccccc3)nc(NC(=O)CN3CCCCCC3)n2)cc1	-20.4

# Given with each value named: 2 of the compounds above
[53] CC(C)c1ccc(NC(=O)C2CC(=O)NC(N3CCN(c4ccccc4)CC3)=N2)cc1 (configuration not stated)
  LDHA inh: 1.5
[54] Cc1ccccc1C(C)NC(=O)CCC(=O)c1ccc2c(c1)CCC2 (configuration not stated)
  LDHA inh: 2.0

# Remaining list, next part
entry	Structure	LDHA inh
61	Oc1ccc2ccccc2c1C=NCC12CC3CCC(CC(C3)C1)C2	23.6
62	CSc1ccc(C2CC(=O)Nc3c2cnn3-c2nc3ccccc3s2)cc1 (configuration not stated)	-0.7
63	O=C1CCCC2=C1C(c1ccccc1F)n1nnnc1N2 (configuration not stated)	-0.3
64	Cc1c(Cc2ccccc2)c(=O)oc2c(C)c(OCC(=O)N(C)C)ccc12	-3.3
65	O=c1c2ccccc2ncn1Cc1ncc(-c2ccc(Cl)cc2)o1	1.0
66	Cc1cccc(NC(=O)CSc2nnc(COc3ccc(Cl)cc3)n2Cc2ccco2)c1	-7.2
67	CC(=O)c1c(C)nc2ccc(Cl)cc2c1-c1ccccc1	-2.2
68	CCCOc1nc2ccccc2nc1N1CCC(C(=O)NC(C)c2ccccc2)CC1 (configuration not stated)	-2.1
69	Cc1oc(-c2ccno2)cc1S(=O)(=O)Nc1cccc2ccccc12	6.1
70	O=C1CSC2(C(=O)Nc3ccccc32)N1c1ccc(F)cc1 (configuration not stated)	9.9
71	COc1ccccc1-n1cnc2cc(C(=O)NC3CC(C)(C)NC(C)(C)C3)ccc2c1=O	-2.5
72	CC1=C(C#N)C(O)(C(F)(F)F)C(=O)N1 (configuration not stated)	-6.8
73	O=C(COc1c(Cl)cccc1Cl)Nc1ccccc1N1CCCC1=O	-1.5
74	N#CC1(C(=O)Nc2ccc(C(=O)Nc3ccccc3)cc2)CCCC1	4.2
75	O=C(COC(=O)c1c[nH]c2ccccc12)NC(=O)NC1CCCC1	0.3
76	CCCCCCCCCCS(=O)CCO (configuration not stated)	8.6
77	O=C(NC1CCCC1)c1ccc(Br)cc1	1.8
78	CC(C)CC(=O)NC(NC(=O)CC(C)C)c1ccccc1F	-5.7
79	CC(=O)c1cc2c(cc1NC(=O)Cn1c(=O)n(C)c(=O)c3sccc31)OCO2	-7.7
80	CCOc1ccc(N/C(=C\C(=O)c2ccccc2)c2ccccc2)cc1	0.3
81	N#Cc1cccc(C(=O)Oc2ccccc2C(F)(F)F)c1	12.9
82	CCN1CCN(c2nc3nnnn3c3sc4c(c23)CCN(Cc2ccccc2)C4)CC1	10.2
83	C/C(Cl)=C\C[N+]1(C/C=C(\C)Cl)CCCCC1	-8.7
84	CC(=O)NCCNS(=O)(=O)c1cccc2cc(C)cnc12	-2.4
85	Cc1nc2cc(NC(C)C(=O)Nc3ccc(C(N)=O)cc3)ccc2o1 (configuration not stated)	86.2
86	Cn1c(NCc2ccco2)nc2c1c(=O)n(Cc1cccc(Br)c1)c(=O)n2C	6.0
87	CCOC(=O)N1CCN(C(C(=O)O)c2c[nH]c3ccc(OC)cc23)CC1 (configuration not stated)	1.8
88	CC(C)C(CNC(=O)CCc1ncc(-c2ccc(F)cc2)o1)N(C)C (configuration not stated)	-13.5
89	Clc1ccc(-c2csc(NC3CC3)n2)cc1Cl	2.5
90	CN1CCN(c2oc(COc3ccc(Cl)cc3Cl)nc2C#N)CC1	-1.2
91	COc1cc(-c2noc(-c3cc(C4CC4)[nH]n3)n2)cc(OC)c1OC	10.4
92	Cc1cc(C)cc(Oc2cnn(-c3ccc(C(F)(F)F)cn3)c(=O)c2Cl)c1	0.2
93	CCCCNc1nc2ccccc2nc1NS(=O)(=O)c1cccc(C)c1	3.6
94	O=C1OC(C(=O)Nc2cnc3ccccc3c2)Cc2ccccc21 (configuration not stated)	8.8
95	Cc1cccc(Nc2nc(-c3ccc4c(c3)CCC(=O)N4)cs2)c1	-0.1
96	O=C(CSc1ccc2c(c1)OCCCO2)c1ccc[nH]1	5.4
97	C/C(=N\NC(=O)c1cccs1)c1ccccn1	4.5
98	Cc1ccc(C(C)NC(=O)C2CCCCC2)cc1C (configuration not stated)	-0.7
99	Cc1nc2nc(SCC(=O)NCc3ccc(F)cc3)nn2c(C)c1Cc1ccccc1	5.4
100	COC(=O)c1ccc(C)c(NC(=O)c2cc(-c3cc(C)sc3C)nc3onc(C)c23)c1	0.1
101	CCOC(=O)c1cnc(Nc2ccc(C)c(F)c2)c2ccccc12	-1.2
102	N#CC1(NC(=O)CSc2ccc3ccccc3n2)CCCC1	-1.0
103	N#Cc1nc(-c2ccc(S(=O)(=O)N3CCCC3)cc2)oc1NCCc1ccccc1	3.6
104	COc1cccc(OC)c1C(=O)Oc1ccc2c(c1)O/C(=C\c1cccnc1)C2=O	-4.7
105	CCc1nnc(SCC(=O)Nc2ccccc2OC)c2cc3sccc3n12	2.8
106	N#Cc1cccc(S(=O)(=O)NCC(=O)O)c1	-0.4
107	CCCCC(=O)Nc1oc2c(C)cccc2c(=O)c1-c1ccc(OC)cc1	-0.7
108	CC(C)c1ccccc1NC(=O)/C=C/c1cccs1	-1.3
109	O=C1CCCC(=O)C1CC1C(=O)CCCC1=O	7.3
110	C/C(CCC(C)C)=N\Nc1nc2ccccc2[nH]1	-4.7
111	CCNC(=O)Nc1cc(S(=O)(=O)N2CCOCC2)ccc1NCC1CCCO1 (configuration not stated)	-5.5
112	O=C(CSc1ncnc2ccccc12)Nc1ccccc1-c1ccccc1	-2.7
113	Cc1ccc(-c2cnc(CCC(=O)NC(C)c3ccc(S(C)(=O)=O)cc3)o2)cc1C (configuration not stated)	0.5
114	O=C(Nc1nc2ccccc2s1)NC1CC(=O)N(c2ccc(F)cc2)C1 (configuration not stated)	-0.5
115	Cc1ccsc1-c1nc2ccccc2s1	6.5
116	CCOc1ccccc1NC(=O)COC(=O)c1cc2c(C)nn(-c3ccc(F)cc3)c2s1	12.9
117	CN(Cc1cccc(F)c1)C(=O)Cn1nnn(-c2cccs2)c1=O	2.3
118	CCn1c(N2CCN(Cc3ccc(Cl)c(Cl)c3)CC2)nc2c1c(=O)[nH]c(=O)n2C	7.2
119	Cc1ccc(C(=O)COC(=O)c2ccc(O)cc2)s1	1.3
120	O=C(COC(=O)c1ccc(S(=O)(=O)N2CCCCCC2)cc1)NCc1ccccc1	-1.5

# (listing goes on)
entry	Structure	LDHA inh
121	O=C(NNc1ncnc2c1cnn2-c1ccccc1)C1CCCCC1	8.2
122	Cc1ccc(NC(=O)Cc2n[nH]c(=O)c3ccccc23)cc1S(=O)(=O)Nc1ccccc1Cl	0.3
123	COc1ccc(CNC(=O)CSc2nc(-c3cccs3)nc3ccccc23)cc1	4.8
124	COc1ccc(C(=O)c2sc(Nc3ccc(Cl)cc3)c(C(N)=O)c2N)cc1	0.9
125	COc1ccc(C(=O)OCC(=O)c2sc3ccccc3c2C)cc1OC	-1.3
126	COc1ccccc1NC(=O)COc1nc(CC(C)C)c2c(c1C#N)CCCC2	4.7
127	Cc1ccc(CC(=O)NCc2ccccn2)cc1	12.1
128	COc1cc(C(=O)Nc2ccc3c(c2)nc2n3CCN(C(C)C)C2)cc(OC)c1OC	3.3
129	COc1ccc(NC(=O)c2noc3c2CC(C)CC3)c(OC)c1 (configuration not stated)	1.7
130	O=C(CCc1ncc(-c2ccc(F)cc2F)o1)Nc1ccncc1	1.0
131	Cc1cc(C)c(C(=O)c2sc(Nc3cccc(F)c3)nc2N)cc1C	10.3
132	CCOCCOC(=O)C(C)Oc1ccc2c(=O)c(Oc3cccc(C)c3)c(C(F)(F)F)oc2c1 (configuration not stated)	7.3
133	N#Cc1ccc(C(=O)N2CCC(C(=O)N3CCc4ccccc4C3)CC2)cc1	8.9
134	Cc1ccc(CSCC(=O)OCC(=O)c2ccc(-c3ccccc3)cc2)cc1	5.0
135	O=C(NCCc1ccccc1)c1cc(-c2ccncc2)nc2ccccc12	6.4
136	CCOc1ccccc1NC(=O)c1cc2c(s1)-c1ccc(Cl)cc1S(=O)(=O)C2	2.4
